WRN helicase inh – qHTS for Inhibitors of WRN Helicase; Bifunctional 3'-5' exonuclease/ATP-dependent helicase WRN (Homo sapiens), Q14191; WRN helicase unwinding, fluorescent forked duplex, kinetic; Potency, µM (series often up to 114 µM), for the others: top-dose activity change, negative = inhibition, hits mostly inhibitors; 360,000 compounds, 0.46% hits; AID 651768, 2012; also: potency is read from the fitted curve at half-maximal effect; % is scaled to controls: 0 for no effect and ±100 for the full control effect; nearly all actives have a fitted effect of over 55% in size
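WRN at 20 nM final was preincubated with compound for 15 min at room temperature; reaction started with 100 nM forked duplex oligonucleotide carrying fluorophore and quencher plus 2 mM ATP (final). Unwinding followed kinetically by red fluorescence (ex 525/em 598 nm).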
DRD3 antagonist – qHTS of D3 Dopamine Receptor Antagonist: qHTS. AID 652054, 2013. max response, negative = inhibition, %. 360,000 compounds, 2.5% hits. D3R cells, DiscoveRx beta-arrestin luminescence, antagonist mode; active compounds read low. D(3) dopamine receptor (Homo sapiens), P35462; in the data active = max response below about -50%; inconclusive = no clear call, values can overlap the other calls; also: % is scaled to controls: 0 for no effect and ±100 for the full control effect; mostly tested at two doses, the higher about 12 µM
Target sequence (P35462 whole entry, looked up): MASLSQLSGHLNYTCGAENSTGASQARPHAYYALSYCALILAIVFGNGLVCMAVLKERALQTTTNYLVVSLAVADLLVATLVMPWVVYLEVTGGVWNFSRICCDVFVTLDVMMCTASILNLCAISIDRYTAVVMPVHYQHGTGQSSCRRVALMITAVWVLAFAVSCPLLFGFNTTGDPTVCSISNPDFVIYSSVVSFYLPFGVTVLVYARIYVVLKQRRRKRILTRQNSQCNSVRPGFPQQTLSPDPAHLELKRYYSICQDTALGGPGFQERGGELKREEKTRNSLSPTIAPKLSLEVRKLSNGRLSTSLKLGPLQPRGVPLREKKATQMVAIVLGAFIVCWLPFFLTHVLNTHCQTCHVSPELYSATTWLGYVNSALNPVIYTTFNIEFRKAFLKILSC
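Cells expressing the human receptor were seeded at 1500 cells/well, incubated overnight at 37 degrees C in 5% CO2, then exposed to library compounds with dopamine controls for 90 minutes at 37 degrees C before luminescent detection.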
DRD3 agonist – qHTS of D3 Dopamine Receptor Agonist: qHTS | 410,000 compounds, 0.58% hits | D3R DiscoveRx beta-arrestin cells, luminescence, 90 min | max activation, % | D(3) dopamine receptor (Homo sapiens), P35462 | AID 652048, 2013; in the data active = max activation above about 30%; also: 0% is about no effect; mostly tested at two doses, the higher about 12 µM
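Cells at 1500/well, incubated overnight, then treated with pinned compounds (dopamine as control) for 90 min at 37 degrees C. DiscoveRx reagent added for 30 - 60 minutes at room temperature; luminescence read.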
GLP1R cytotox – qHTS of GLP-1 Receptor Inverse Agonists: Cytotox Screen; Potency, µM (titrated, usually from 38.3 µM), inactives show at the top dose activity change, negative = inhibition, hits mostly inhibitors; AID 624418, 2012; 410,000 compounds, 0.13% hits; HEK293 cAMP-luciferase reporter cells, luminescence, 24 h;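 also: loss of luciferase light is scored as toxicity; potency is read from the fitted curve at half-maximal effect; % is scaled to controls: 0 for no effect and ±100 for the full control effect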
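Here, cytotoxicity is scored as loss of luminescence. The MLSMR collection was tested on cells seeded in medium containing 10% Nu serum, with a 24 hr compound exposure preceded by 12 hours of culture.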
PI5P4K alpha inh – qHTS for Inhibitors of phosphatidylinositol 5-phosphate 4-kinase (PI5P4K). 330,000 compounds, 1.2% hits. max response, %. PI5P4Kalpha enzyme, ADP-Glo luminescence, 60 min; active compounds read low. Phosphatidylinositol 5-phosphate 4-kinase type-2 alpha (Homo sapiens), P48426. AID 652105, 2013; active = max response of -50% or lower; inconclusive = between -30% and -50%; inactive = -30% or higher; also: value at the top dose of about 77 µM; % is scaled to controls: 0 for no effect and ±100 for the full control effect
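PI5P4Kalpha ADP-Glo assay; 5 microM ATP final; 60 min RT reaction; HEPES pH 7.4/EGTA/CHAPS, 5% DMSO; controls lacking substrate or enzyme; luminescent end-point.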
PLK1 PBD inh – qHTS for Inhibitors of PLK1-PDB (polo-like kinase 1 - polo-box domain): Primary Screen; Serine/threonine-protein kinase PLK1 (Homo sapiens), P53350; Potency, µM, for the others: max response, negative = inhibition, hits mostly inhibitors; Plk1 PBD binding of FITC phosphopeptide, fluorescence polarization; 360,000 compounds, 2.8% hits; also: potency is read from the fitted curve at half-maximal effect; series mostly up to about 57 µM; % is scaled to controls: 0 for no effect and ±100 for the full control effect; nearly all actives have a fitted effect of over 65% in size
Target sequence (P53350 whole entry, looked up, the tested form may be a part): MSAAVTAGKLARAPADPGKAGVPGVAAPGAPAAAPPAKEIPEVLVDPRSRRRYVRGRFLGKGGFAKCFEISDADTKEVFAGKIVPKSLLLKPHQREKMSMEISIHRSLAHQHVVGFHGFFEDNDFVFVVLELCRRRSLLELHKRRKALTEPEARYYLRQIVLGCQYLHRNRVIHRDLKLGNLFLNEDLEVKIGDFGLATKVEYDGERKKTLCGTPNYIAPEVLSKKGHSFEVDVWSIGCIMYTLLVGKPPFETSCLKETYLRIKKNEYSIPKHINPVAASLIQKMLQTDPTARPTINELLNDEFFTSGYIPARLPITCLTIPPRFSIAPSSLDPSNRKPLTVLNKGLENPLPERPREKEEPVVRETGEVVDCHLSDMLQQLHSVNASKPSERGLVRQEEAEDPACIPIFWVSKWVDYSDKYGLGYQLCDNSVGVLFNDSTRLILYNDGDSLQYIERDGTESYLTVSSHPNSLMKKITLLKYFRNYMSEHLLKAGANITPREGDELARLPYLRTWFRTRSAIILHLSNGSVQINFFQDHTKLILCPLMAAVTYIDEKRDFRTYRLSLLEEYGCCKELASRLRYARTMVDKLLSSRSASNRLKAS
IL2 activator – qHTS of IL-2 Activators; IL-2 activation reporter assay, cell-based qHTS; stimulated with anti-CD3/CD4/CD28 beads; in transgenic mouse T cells; activation, % (series mostly up to about 46 µM); 360,000 compounds, 0.065% hits; AID 652025, 2013; in the data active = activation above about 50%; inconclusive = mostly about 30% to 49%; also: 0% is about no effect
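Unstimulated transgenic mouse T cells; 60-min compound exposure; bead-based TCR/CD4/CD28 stimulation; 18 h culture, 37 degrees C; dual fluorescence (EGFP, DsRed) plate cytometry.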
GLP1R inv ag – qHTS of GLP-1 Receptor Inverse Agonists (Inhibition Mode) | Glucagon-like peptide 1 receptor (Homo sapiens), P43220 | HEK293 GLP-1R CRE-luciferase, luminescence, 24 h; GLP-1R form is constitutively active | Potency, µM (doses to about 38.3 µM), for inactives: top-dose activity change, negative = inhibition, hits mostly inhibitors | 410,000 compounds, 1.6% hits | AID 624417, 2012; also: potency is read from the fitted curve at half-maximal effect; % is scaled to controls: 0 for no effect and ±100 for the full control effect; nearly all actives have a fitted effect of over 55% in size
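Luminescence readout: a drop in cAMP-driven luciferase signal flags inverse agonism at a constitutively active GLP-1R stably expressed in HEK293. Compound exposure lasted 24 hr at 37 deg C, 5% CO2.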
GLP1R ag – qHTS of GLP-1 Receptor Agonists; Potency, µM (doses to about 45.6 µM), without a hit: top-dose activation, hits mostly activators; 380,000 compounds, 0.007% hits; HEK293 GLP-1R CRE-luciferase, luminescence, 4-6 h; cells express a hypersensitive GLP-1R form; AID 624172, 2012; Glucagon-like peptide 1 receptor (Homo sapiens), P43220; also: potency is read from the fitted curve at half-maximal effect; % of control where 0% means no effect
* = called active by the depositor; ? = inconclusive; / = no result given; [ ] = remark or other dose. Unless noted, calls follow the shape of the dose curve; as a rule, active = well fitted curve in the direction sought with a large enough effect; inconclusive = small, poorly fitted or top-dose-only effect, or another doubt; inactive = no such curve, though single readings can be large; an effect the other way counts as inactive or inconclusive.

SMILES	WRN helicase inh	DRD3 antagonist	DRD3 agonist	GLP1R cytotox	PI5P4K alpha inh	PLK1 PBD inh	IL2 activator	GLP1R inv ag	GLP1R ag
O=C(c1ccc2nc(Cc3cccc(Cl)c3)oc2c1)N1CCC(O)CC1	-2%	3	5	2%	12	-2%	-1.6	3%	4%
Cc1ccc(NC(=O)CNc2cccc(S(=O)(=O)N3CCOCC3)c2)cc1F	-3%	3	1	-9%	9	-11%	-1.0	?	-1%
CCCCOc1ccc(-c2nnc(-c3cc[n+](C)cc3)o2)cc1	5%	-5	-6	1%	-11	-7%	-1.0	?	7%
CCOC(=O)C1=C(CC)OC(N)=C(C#N)C1c1cc(OC)ccc1OC (configuration not stated)	-1%	8	4	8%	0	-7%	-3.4	7%	4%
Fc1ccc2[nH]c3c(NCCN4CCOCC4)ncnc3c2c1	-6%	-27	2	-7%	3	?	0.6	11%	4%
COc1ccc(NC(=O)C(CC(=O)O)Cc2ccc(Cl)cc2)cc1 (configuration not stated)	4%	6	1	2%	3	-3%	1.5	-4%	-8%
COC(=O)C[C@H]1c2ccccc2S(=O)(=O)N1Cc1ccc(OC)cc1	7%	3	0	9%	-1	-5%	-0.4	20%	12%
CCc1nc2c(OCc3ccc(OC)cc3)cccn2c1N(C)C(=O)C(C)C	-2%	8	-10	0%	2	-7%	1.2	-17%	-2%
CC(C)C(=NO)c1ccccc1	-10%	-14	-9	9%	5	-6%	2.0	3%	0%
CC1(N2CCCCC2)C(=O)c2ccccc2C1=O	-3%	3	5	-19%	4	1%	5.0	-3%	1%
CCOc1ccccc1-n1c(COc2ccc(C)cc2)nnc1SCC(N)=O	4%	22	6	0%	/	-6%	-1.0	1%	0%
CCNC(=O)C1(C)CCN(C(=O)c2ccc(OC)c(OC)c2)C1 (configuration not stated)	-10%	3	6	1%	8	1%	-0.1	11%	-6%
COc1ccc(OC)c2[nH]c(=O)c(CCNC(=O)C(=O)c3c[nH]c4ccccc34)cc12	-10%	45	10	-2%	-4	-30%	0.0	15%	0%
O=C(Nc1ccccc1-c1ccccc1)c1cccc([N+](=O)[O-])c1	4%	36	0	-2%	-7	1%	0.7	3%	1%
O=C(N1CCN(S(=O)(=O)c2ccc(Cl)cc2)CC1)n1ccnc1	-1%	-2	0	-3%	-2	-2%	0.0	0%	0%
CC(C)OC(=O)/C(=C\c1cccnc1)NC(=O)c1ccccc1	3%	-12	2	0%	1	1%	0.7	3%	4%
Cc1cccc(C)c1NC(=O)N1CCN(C2CCCCC2)CC1	7%	0	-2	-8%	0	-2%	0.5	3%	-17%
Cc1cc(C)c(NC(=O)CS(=O)CC(=O)Nc2cccnc2)c(C)c1 (configuration not stated)	-14%	-20	0	4%	0	-2%	1.9	20%	3%
O=C1CCC(=O)N1CCC(=O)N(C(=O)NC1CCCCC1)C1CCCCC1	3%	15	7	-7%	-14	-4%	-4.0	10%	0%
O=c1c2ccccc2oc2ccc(NCCCn3ccnc3)cc12	-10%	1	2	43%[activator]	-1	-4%	0.6	-27%	4%
C=CCNC(=O)/C(C#N)=C/c1ccccc1Cl	1%	-14	-3	-3%	-6	-17%	-1.5	8%	1%
O=C(NCC(c1ccco1)N1CCOCC1)c1cccc([N+](=O)[O-])c1 (configuration not stated)	5%	2	-12	6%	5	-10%	-0.6	27%	-1%
O=C(Cn1cc2c(n1)CCCCC2)Nc1c(F)c(F)cc(F)c1F	2%	-11	-3	6%	-9	-8%	-1.5	-3%	-3%
CNC(=O)C(=O)N/N=C/c1ccc(Br)cc1	-3%	-8	-5	-6%	0	-6%	0.5	-10%	3%
Cc1ccc(-n2cccn2)c(CN2CCCC(C(=O)c3ccc4c(c3)OCO4)C2)c1 (configuration not stated)	8%	-63*	-32	-37%	-8	-3%	-0.5	?	12%
Cc1ccc(S(=O)(=O)N2CCOCC2)cc1NC(=O)COC(=O)c1n[nH]c(=O)c2ccccc12	0%	4	1	0%[7.66 µM]	-6	4%	-0.7	30%[7.66 µM]	-1%
CCn1c(SCC(=O)NCC(=O)Nc2ccc(F)cc2)nnc1-c1ccncc1	2%	4	3	-10%	-1	-2%	-1.7	1%	-5%
CCOC(=O)C(=O)Nc1nnc(C2CCCCC2)s1	-3%	11	-1	63%[activator]	-25	24µM*	3.0	5%	4%
CCn1cnc2scc(-c3ccc(OC)cc3)c2c1=O	-6%	7	3	-1%	0	-3%	0.4	15%	19%
O=C(NCCC1CCCCN1S(=O)(=O)c1ccccc1)C(=O)NCc1cccnc1 (configuration not stated)	-15%	0	6	-1%	1	2%	0.1	0%	-2%

13 of the compounds above, with two lines to a compound:
Under each structure – WRN helicase inh, DRD3 antagonist, DRD3 agonist, GLP1R cytotox, PI5P4K alpha inh, PLK1 PBD inh, IL2 activator, GLP1R inv ag, GLP1R ag
- Cc1cc(C)c(NC(=O)CS(=O)CC(=O)Nc2cccnc2)c(C)c1 (configuration not stated)
  -14%, -20, 0, 4%, 0, -2%, 1.9, 20%, 3%
- O=C1CCC(=O)N1CCC(=O)N(C(=O)NC1CCCCC1)C1CCCCC1
  3%, 15, 7, -7%, -14, -4%, -4.0, 10%, 0%
- O=c1c2ccccc2oc2ccc(NCCCn3ccnc3)cc12
  -10%, 1, 2, 43%[activator], -1, -4%, 0.6, -27%, 4%
- C=CCNC(=O)/C(C#N)=C/c1ccccc1Cl
  1%, -14, -3, -3%, -6, -17%, -1.5, 8%, 1%
- O=C(NCC(c1ccco1)N1CCOCC1)c1cccc([N+](=O)[O-])c1 (configuration not stated)
  5%, 2, -12, 6%, 5, -10%, -0.6, 27%, -1%
- O=C(Cn1cc2c(n1)CCCCC2)Nc1c(F)c(F)cc(F)c1F
  2%, -11, -3, 6%, -9, -8%, -1.5, -3%, -3%
- CNC(=O)C(=O)N/N=C/c1ccc(Br)cc1
  -3%, -8, -5, -6%, 0, -6%, 0.5, -10%, 3%
- Cc1ccc(-n2cccn2)c(CN2CCCC(C(=O)c3ccc4c(c3)OCO4)C2)c1 (configuration not stated)
  8%, -63*, -32, -37%, -8, -3%, -0.5, ?, 12%
- Cc1ccc(S(=O)(=O)N2CCOCC2)cc1NC(=O)COC(=O)c1n[nH]c(=O)c2ccccc12
  0%, 4, 1, 0%[7.66 µM], -6, 4%, -0.7, 30%[7.66 µM], -1%
- CCn1c(SCC(=O)NCC(=O)Nc2ccc(F)cc2)nnc1-c1ccncc1
  2%, 4, 3, -10%, -1, -2%, -1.7, 1%, -5%
- CCOC(=O)C(=O)Nc1nnc(C2CCCCC2)s1
  -3%, 11, -1, 63%[activator], -25, 24µM*, 3.0, 5%, 4%
- CCn1cnc2scc(-c3ccc(OC)cc3)c2c1=O
  -6%, 7, 3, -1%, 0, -3%, 0.4, 15%, 19%
- O=C(NCCC1CCCCN1S(=O)(=O)c1ccccc1)C(=O)NCc1cccnc1 (configuration not stated)
  -15%, 0, 6, -1%, 1, 2%, 0.1, 0%, -2%

Going on with the list:
SMILES	WRN helicase inh	DRD3 antagonist	DRD3 agonist	GLP1R cytotox	PI5P4K alpha inh	PLK1 PBD inh	IL2 activator	GLP1R inv ag	GLP1R ag
COc1ccc(-n2c(=O)[nH]cc(C(=O)N3CCc4ccccc43)c2=O)cc1	4%	10	8	5%	/	-5%	1.2	2%	-5%
O=C(C(Cc1ccccc1)N1C(=O)C2C3C=CC(C3)C2C1=O)N1CCCCCC1 (configuration not stated)	14%	-1	-19	-9%	24	-2%	-2.4	-16%	3%
COc1ccc2nc(/N=C/c3c(C)[nH]n(-c4ccc(C)cc4)c3=O)sc2c1	-27%[57.1 µM]	-12	1	4%[1.53 µM]	-22	-14%	1.7	7%	-9%
CC(=O)c1ccc(NC(=O)CSc2ccc(-c3ccc(-n4cccn4)cc3)nn2)cc1	4%	-11	-6	-3%	0	4%	1.2	22%	4%
CC(OC(=O)c1ccc(Cl)c([N+](=O)[O-])c1)C(=O)N1CCN(Cc2ccccc2)CC1 (configuration not stated)	-1%	-17	-2	-13%	-3	-2%	-0.4	-6%	-6%
C[C@@H]1CN([C@@H](C)CO)S(=O)(=O)c2ccc(Br)cc2O[C@H]1CN(C)C(=O)c1cccc(F)c1	5%	31	7	1%	-3	9%	2.0	-18%	-4%
O=C(CSc1nc(-c2ccccc2)cc(C(F)(F)F)n1)NCc1cccs1	-11%	-2	3	-33%	5	-5%	-0.8	?	-3%
COc1ccc(-c2cc(C(F)(F)F)n3nc(C(N)=O)cc3n2)cc1	0%	0	0	2%	2	4%	1.2	0%	-5%
N#CCO/N=C/C(=O)Nc1ccc(F)cc1F	-8%	5	3	-16%	-1	-10%	-2.5	-20%	11%
Cn1c(=O)c2c(nc(CN3CCN(C(=O)c4ccco4)CC3)n2CCc2ccccc2)n(C)c1=O	5%	-4	-3	-9%	0	-5%	-2.7	39%[activator]	19%
CC(C)c1c(C(=O)N/N=C/c2ccc(OCc3ccc(F)cc3)cc2)nnn1-c1nonc1N	-4%	38	7	-17%	2	21µM*	-1.1	6%	2%
CCOc1ccc(CCNC(=O)c2cc3c(s2)CS(=O)(=O)C3)cc1OCC	4%	-15	-14	6%	-3	-10%	-1.8	6%	-6%

High-throughput results (PubChem)
